Sm TGR block – blocks Schistosoma mansoni thioredoxin glutathione reductase; purified TGR, DTNB reduction, TNB absorbance 405 nm; 3% of 360,000 active; Potency, µM (titrated, usually from 114 µM), without a hit: top-dose activity change, negative = inhibition, usual class: inhibitors; Q962Y6; note: nearly all actives have a fitted effect of over 60% in size
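TGR 20 nM + NADPH 100 uM (dispensed conc.), cpd preinc 15 min RT; start with NADPH (500 uM addition) then DTNB (15 mM addition). Kinetic TNB absorbance, 405 nm filter. Four-parameter Hill fit across titration.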
Pf growth 96h – P. falciparum growth inhibition at 96 hours | Potency, µM (series often up to 28.7 µM), without a hit: at the highest dose activity change, negative = inhibition, most hits filed as inhibitors | 6.9% of 320,000 active | P. falciparum luciferase reporter growth, 96 h
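Parasite growth measured via integrated firefly luciferase reporter in P. falciparum. Infected erythrocytes at 2% hematocrit, 0.05% parasitemia final were treated 96 hours at 37 C under 5% CO2, and luminescence was read.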
HCV inh – blocks hepatitis C virus. Huh7.5.1 HCVcc-Cre infection, luciferase reporter, 44 h. Potency, µM (highest dose often 41.8 µM), inactives show top-dose activity change, negative = inhibition, usual class: inhibitors. 3.4% of 340,000 active. AID 651820
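After 44 h co-culture of compound, cells and HCVcc-Cre (~0.5 moi), substrate is added for 15 min at room temperature and luciferase measured over 15 sec. Cells were seeded at 1,000/well and pre-cultured 4 h.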
Pf growth 48h – inhibits P. falciparum growth in the first generation, 48 h. P. falciparum luciferase growth in erythrocytes, 48 h. Potency, µM (top dose mostly 28.7 µM), for inactives: at the highest dose activity change, negative = inhibition, hits mostly inhibitors. 5.9% of 310,000 active. AID 504832
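Luminescence readout; reporter = integrated firefly luciferase in P. falciparum. RBC culture at 2% hematocrit, 0.1% parasitemia final, 37 C/5% CO2; decreased signal taken as growth inhibition.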
LmPK inhibitor – inhibitors of Leishmania mexicana pyruvate kinase. Q27686. purified LmPK, Kinase-Glo ATP luminescence, 1 h. Potency, µM (highest dose often 57.5 µM), for the others: at the highest dose activity change, negative = inhibition, actives largely listed as inhibitors. 0.37% of 290,000 active
Target sequence (Q27686 whole entry, looked up): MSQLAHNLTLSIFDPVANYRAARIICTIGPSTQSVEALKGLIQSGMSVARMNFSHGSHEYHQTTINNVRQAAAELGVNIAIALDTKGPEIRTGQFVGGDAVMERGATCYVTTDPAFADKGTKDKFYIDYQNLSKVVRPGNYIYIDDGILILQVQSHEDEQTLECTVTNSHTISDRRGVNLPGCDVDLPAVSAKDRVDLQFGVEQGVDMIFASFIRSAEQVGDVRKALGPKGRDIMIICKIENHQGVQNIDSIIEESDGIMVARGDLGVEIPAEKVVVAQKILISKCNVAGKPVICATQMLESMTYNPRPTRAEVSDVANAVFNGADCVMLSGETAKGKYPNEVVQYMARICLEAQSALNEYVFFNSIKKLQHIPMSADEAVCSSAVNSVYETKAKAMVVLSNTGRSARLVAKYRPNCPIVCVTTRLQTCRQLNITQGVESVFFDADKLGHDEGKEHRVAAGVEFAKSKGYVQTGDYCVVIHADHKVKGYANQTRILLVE
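Screened at intermediate enzyme activity to detect both inhibitors and activators: LmPK at 0.1 nM, with a 0.5 nM enzyme column as activation reference. PEP 0.5 mM, ADP 0.1 mM; ATP detected by luminescence after 1 h.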
TbPYK inhibitor – T. brucei pyruvate kinase inhibition; TbPYK enzyme, Kinase-Glo Plus ATP luminescence, 45 min; 0.12% of 410,000 active; AID 624173; Potency, µM (series often up to 76.8 µM), for inactives: top-dose activity, negative = inhibition, usual class: inhibitors; Q57TT1; note: nearly all actives have a fitted effect of over 50% in size
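Enzyme and substrate buffer are dispensed first and compound is pin-transferred. ADP at 130 uM final then starts the reaction, which runs 45 min at room temperature. Detection reagent is added for 10 min before luminescence is imaged.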
* hit, by the source's call; ? = inconclusive; nt = not tested or not shown; & = joins results of further samples; [ ] = remark or other dose. Calls come from the whole dose curve; as a rule, active = well fitted curve in the direction sought with a large enough effect; inconclusive = small, poorly fitted or top-dose-only effect, or another doubt; inactive = no such curve, though single readings can be large; an effect the other way counts as inactive or inconclusive. % is set by controls: 0 for no effect and ±100 for the full control effect; potency is the fitted concentration of half-maximal effect.

1. Cc1ccc(C2CC(=O)Nc3cc4c(cc32)OCO4)o1 (centres undefined)
2. COC(=O)c1cc(S(=O)(=O)N2CCCCC2C)c[nH]1 (centres undefined)
3. C=CCn1cccc(C(=O)Nc2ccc(F)cc2)c1=O
4. C=CCC(NCc1ccco1)c1ccc(OC)cc1 (centres undefined)
5. O=C(CSc1ccc(Cl)cc1)OCC(=O)N1CCN(c2ccccc2)CC1
6. Cc1ccc(-n2c(C)cc(C)c(C#N)c2=O)cc1C
7. CCCN1CCc2c(sc(NC(=O)C3CCN(S(=O)(=O)c4cccs4)CC3)c2C(N)=O)C1
8. CN(C)C(=O)c1cc(F)ccc1Sc1cc(Cl)ccc1Cl
9. CCCC(CCC(=O)NC1CCCCC1)C(=O)O (centres undefined)
10. O=C(c1cc2ccccc2o1)N(Cc1nnc(-c2ccccc2Cl)o1)C1CC1

Assay by compound | 1 | 2 | 3 | 4 | 5 | 6 | 7 | 8 | 9 | 10
Sm TGR block | 9% | -6% | 11% | ? | 9% | -12% | -13% | -23% | -4% | 5%
Pf growth 96h | nt | -29% | 98%[activator] | 38%[activator] | 23% | -23% | ? | nt | 9% | 31%[activator]
HCV inh | 6% | ? | ? | 8% | 0% | -4% | ? | 8% | 16% | ?
Pf growth 48h | -12% | 14% | 100%[activator] | -2% | 1% | 12% | ? | -11% | -10% | 12%
LmPK inhibitor | 7% | -2% | -2% | -2% | nt | 4% | nt | 1% | -2% | nt
TbPYK inhibitor | -1% | 0% | 0% | 4% | -1% | 1% | -2% | -6% | nt | 2%

11. COc1ccc(N=C2NC(=O)/C(=C/c3ccco3)S2)cc1
12. Cc1ccc(OCCSc2nc3ccccc3n2CC(=O)O)c(C(C)C)c1
13. O=C(NCCN1CCc2ccccc2C1)C1CC(=O)N(C2CCCC2)C1 (centres undefined)
14. COc1ccc(OCC(=O)N/N=C\c2ccco2)cc1
15. Cc1nn(Cc2ccccc2Cl)c(C)c1C(=O)NCC(c1cccs1)N1CCOCC1 (centres undefined)
16. Cc1ccc(-n2nc(CN3CCOCC3)c(-c3ccccc3)c2N)cc1Cl
17. CCc1cccc2c1NC(=O)[C@]21[C@@H]2C(=O)N(Cc3ccccc3)C(=O)[C@@H]2[C@@H]2CCCN21
18. COc1ccc2c(c1)C=C(CN1CCC(CO)(CCc3ccccc3)CC1)CO2
19. CCOc1ccc2nc(SC3CC(=O)N(c4ccc(C)cc4)C3=O)sc2c1 (centres undefined)
20. Cc1ccc2[nH]cc(S(=O)(=O)c3ccc(C)c(C)c3)c(=O)c2c1

Assay by compound | 11 | 12 | 13 | 14 | 15 | 16 | 17 | 18 | 19 | 20
Sm TGR block | 32µM* | 18% | -10% | 3% | -4% | 5% | ? | 15% | 10% | -5%&-3%
Pf growth 96h | 9.3µM* | -21% | ? | -27% | -11% | ? | -2%[5.75 µM] | 8% | -11% | ?
HCV inh | -23% | 17% | 30%[activator] | 8% | 9% | ? | -6% | -11% | -14% | -9%
Pf growth 48h | ? | nt | ? | 3% | ? | -23% | 9.3µM* | ? | 18% | 4%
LmPK inhibitor | 2% | 2% | 0% | -1% | nt | 1% | 3% | 12% | 2% | 5%
TbPYK inhibitor | -4% | -7% | 6% | -3% | 8% | 10% | -3% | 5% | 0% | -3%&0%

21. Cc1ccc(S(=O)(=O)N(Cc2cc3ccccc3[nH]c2=O)CC2CCCO2)cc1 (centres undefined)
22. COc1ccc([C@H]2CC(=O)C=C(c3cccc(OC(F)(F)F)c3)C2)cc1
23. COc1ccc(-c2nc(CSCC(=O)N3CCN(C(=O)c4ccco4)CC3)c(C)o2)cc1OC
24. COc1ccc(CNCc2ccco2)cc1OCc1ccccc1
25. Cc1ccc(-c2csc3ncn(C(C)C(=O)O)c(=O)c23)cc1 (centres undefined)
26. COc1cccc(CC2(CO)CCN(Cc3ccc(NC(C)=O)cc3)CC2)c1
27. N/C(=N\OC(=O)C12CC3CC(CC(C3)C1)C2)c1ccccc1
28. CCN(C(=O)CSc1nc(-c2ccccc2)c(-c2ccccc2)[nH]1)C1CCS(=O)(=O)C1 (centres undefined)
29. Cc1cc(C)c(S(=O)(=O)/N=C2/C=C(SCC(=O)O)C(=O)c3ccccc32)cc1C
30. CC(=O)Nc1c(O)nc(SCC(=O)Nc2cccc(C)c2)[nH]c1=O

Assay by compound | 21 | 22 | 23 | 24 | 25 | 26 | 27 | 28 | 29 | 30
Sm TGR block | 0% | -2% | ? | -6% | -24% | 0% | -8% | -3% | 3.5µM* | -7%
Pf growth 96h | ? | 41%[activator] | ? | 68%[activator] | 4% | 2% | 68%[activator] | nt | 10% | 7%
HCV inh | -14% | 29% | -14% | 8% | 9% | -4% | 5µM* | -19% | ? | 10%
Pf growth 48h | 5% | ? | nt | 72%[activator] | -16% | 16% | ? | -12% | 12µM* | nt
LmPK inhibitor | 1% | nt | 6% | 1% | -1% | 1% | 1% | -2% | -1% | -1%
TbPYK inhibitor | -15% | 2% | -7% | 2% | 4% | 1% | -4% | -14% | ? | 0%

31. CCN(CC(=O)Nc1ccccc1C(F)(F)F)C(=O)C1CCN(C(=O)Nc2ccccc2)CC1
32. CCc1nc2c(sc3nc4c(cc32)COC(C)(C)C4)c(=O)n1Cc1ccccc1
33. CC12CC[C@H]3[C@@H](CCC4(O)C[C@H](O)CCC34/C=N/NC(=O)c3ccccc3O)C1(O)CCC2C1=CC(=O)OC1 (some centres undefined)
34. CC(OC(=O)c1ccc(NS(=O)(=O)c2ccc3[nH]c(=O)[nH]c3c2)cc1)C(=O)Nc1cccc(Cl)c1Cl (centres undefined)
35. CCOC(=O)NC(=O)CSc1nnnn1-c1ccccc1
36. Cc1ccc(NC2CCCN(C(=O)c3snnc3C)C2)cc1C (centres undefined)
37. CCOC(=O)N1CCN(CC(=O)N2c3ccccc3CC2C)CC1 (centres undefined)
38. O=C(COC(=O)c1cc(S(=O)(=O)N2CCOCC2)ccc1Cl)NCc1ccc2c(c1)OCO2
39. O=C(OCc1nc2ccccc2s1)C1CCN(C2=NS(=O)(=O)c3ccccc32)CC1
40. COC(=O)CNC(c1ccccc1)c1cc(Br)ccc1NC(=O)CNC(=O)OCc1ccccc1 (centres undefined)

Assay by compound | 31 | 32 | 33 | 34 | 35 | 36 | 37 | 38 | 39 | 40
Sm TGR block | 0% | 10% | -1% | 0% | 3% | -4% | -34% | -1% | 4% | -2%
Pf growth 96h | ? | ? | 0% | 0% | ? | 39%[activator] | -11% | -20% | ? | ?
HCV inh | 1% | nt | -11% | 13% | -3% | 15% | 18% | 13% | 0% | -30%
Pf growth 48h | 12µM* | ? | -14% | -1% | -1% | ? | -7% | 4% | 76%[activator] | ?
LmPK inhibitor | nt | 0% | -5% | 4% | 4% | -2% | 1% | nt | 7% | 2%
TbPYK inhibitor | 5% | -1% | -5% | 3% | -2% | -7% | 22% | 3% | -9% | 7%

41. COc1ccc(-n2nc(C(C)=O)c(=O)[nH]c2=O)cc1
42. CC(C)(C)n1nnnc1C(c1cccs1)N1CCN(C(=O)c2ccco2)CC1 (centres undefined)
43. CCCCCCCc1c(O)nc(SCCN(C)C)[nH]c1=O
44. Cn1c(=O)oc2cc(S(=O)(=O)NC(Cc3ccccc3)C(=O)N3CCCCC3)ccc21 (centres undefined)
45. COc1ccc(CNC(=O)C2CCCN(S(=O)(=O)c3c(C)noc3/C=C/N(C)C)C2)cc1 (centres undefined)
46. C=CCN=C1NN=C(c2cc(C)n(CC=C)c2C)CS1
47. CC(NC(=O)CN(C)Cc1cccs1)c1ccccc1 (centres undefined)
48. O=C(Nc1ccc2c(c1)OCCO2)c1cccc(C(=O)Nc2ccc3c(c2)OCCO3)c1
49. CCC(Oc1ccccc1C)C(=O)N1CCCN(C)CC1 (centres undefined)
50. Cc1cc(=O)n2ccsc2n1

Assay by compound | 41 | 42 | 43 | 44 | 45 | 46 | 47 | 48 | 49 | 50
Sm TGR block | 0% | 3% | 86%[activator] | -10% | 4% | -9% | -3% | -6% | 1% | -1%
Pf growth 96h | 33%[1.15 µM] | 2% | 38%[activator] | 6% | -21% | -98% | 39%[activator] | 15% | 36%[activator] | 13µM*
HCV inh | 13% | 3% | 10% | -8% | 12% | ? | 20% | -3% | 14% | 33%[activator]
Pf growth 48h | 42%[activator] | -1% | 40%[activator] | nt | -18% | -74% | ? | 49%[activator] | 1% | 18%
LmPK inhibitor | -1% | -1% | -5% | -3% | 3% | ? | 7% | 3% | 0% | -4%
TbPYK inhibitor | -2% | 8% | 0% | 3% | -2% | ? | -8% | -7% | 1% | 1%

In the list so far, 6 have a thiophene ring, fused or not.
7. CCCN1CCc2c(sc(NC(=O)C3CCN(S(=O)(=O)c4cccs4)CC3)c2C(N)=O)C1
15. Cc1nn(Cc2ccccc2Cl)c(C)c1C(=O)NCC(c1cccs1)N1CCOCC1 (centres undefined)
25. Cc1ccc(-c2csc3ncn(C(C)C(=O)O)c(=O)c23)cc1 (centres undefined)
32. CCc1nc2c(sc3nc4c(cc32)COC(C)(C)C4)c(=O)n1Cc1ccccc1
42. CC(C)(C)n1nnnc1C(c1cccs1)N1CCN(C(=O)c2ccco2)CC1 (centres undefined)
47. CC(NC(=O)CN(C)Cc1cccs1)c1ccccc1 (centres undefined)

Assay by compound | 7 | 15 | 25 | 32 | 42 | 47
Sm TGR block | -13% | -4% | -24% | 10% | 3% | -3%
Pf growth 96h | ? | -11% | 4% | ? | 2% | 39%[activator]
HCV inh | ? | 9% | 9% | nt | 3% | 20%
Pf growth 48h | ? | ? | -16% | ? | -1% | ?
LmPK inhibitor | nt | nt | -1% | 0% | -1% | 7%
TbPYK inhibitor | -2% | 8% | 4% | -1% | 8% | -8%

(next part)
51. CCc1nnc(N/N=C/c2c(Cl)cccc2Cl)n1N
52. C=CCOc1ccc(/C(O)=C2/C(=O)C(=O)N(CCCN3CCOCC3)C2c2ccc(OC)cc2)cc1 (centres undefined)
53. CCOC(=O)c1ccc2c(c1)nc(COc1ccccc1C#N)n2CC
54. CCCCSc1nnc2[nH]c(=O)cc(N)n12
55. O=[N+]([O-])/C(C=Nc1ccccc1O)=C\Nc1ccccc1O
56. O=C(NCCCc1ccccc1)C1CCC(=O)N(CCc2ccc(Cl)cc2)C1 (centres undefined)
57. CSc1ncccc1C(=O)OCC(=O)NC1CCCCC1
58. Cc1cc(C)c2c(=O)[nH]n(C3CC(C)N(C)CC3C)c2n1 (centres undefined)
59. CCOCCc1nnc(NC(=O)C(C)Oc2ccccc2)s1 (centres undefined)
60. CCOC(=O)c1c(C)[nH]c(C(=O)OCC(=O)N2CCN(S(=O)(=O)c3ccc(C)cc3C)CC2)c1C
61. Cc1cc(C)c(C#N)c(SCc2ccccc2[N+](=O)[O-])n1
62. CC(C)N(c1ccccc1)c1ccc(NC(=O)C2CCCO2)cc1 (centres undefined)

Assay by compound | 51 | 52 | 53 | 54 | 55 | 56 | 57 | 58 | 59 | 60 | 61 | 62
Sm TGR block | 0% | ? | 7% | 7% | ? | -9% | 0% | -20% | -1% | -21% | -2% | 19%[11.4 µM]
Pf growth 96h | 91%[activator] | -10% | -16% | ? | 0% | -1% | 31%[activator] | nt | 32% | 7.4µM* | -10% | ?
HCV inh | nt | 6% | -1% | 9% | -12% | 10% | 5% | 4% | 14% | 14µM* | -23% | 7%
Pf growth 48h | ? | -10% | 12% | nt | ? | 5% | 36%[activator] | 5% | 2% | 15µM* | 7% | nt
LmPK inhibitor | 2% | 3% | 3% | -1% | -1% | 2% | nt | 3% | 0% | nt | -2% | 15%
TbPYK inhibitor | 4% | 1% | nt | -9% | 1% | 3% | 1% | -7% | -6% | -4% | -10% | -2%
